# LGR2 antag: Drosophila LGR2 receptor signaling inhibition; AID 720647; HEK293 LGR2, CRE-luciferase, bursicon-stimulated, 4 h; inhibition, % at 9.99 µM; 380,000 tested, 0.35% active;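 active = drop in luminescence signal, shown as inhibition above about 50% in the replicate tests, limit read from the data, passing the limit was not always enough; inconclusive = probably only some replicates passing the limit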;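 also: agonist challenge used bursicon conditioned medium at about half maximal strength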
# FN deposition inh: fibronectin deposition inhibition; AH1F fibroblasts, Alexa488-fibronectin deposition fluorescence, overnight; inhibition, % at 12.6 µM; 350,000 tested, 0.086% active; AID 743247;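 active = mean inhibition across replicates of 30% or more, regardless of how many single replicates reach that level; inconclusive = mean under 30% yet at least half of replicates reach 30%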;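 also: positive control wells lacked labelled fibronectin entirely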
#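 Test system: AH1F fibroblast monolayer depositing Alexa488-labelled fibronectin into matrix. Input: 10000 cells per well. Technique: fluorescence, ex 485 nm, em 525 nm. Buffer or medium: DMEM plus 2% serum, read in PBS. Timing: 1 h cell adhesion before compound, then overnight fibronectin incubation. Compound: single dose, pinned. Read-out basis: inhibition from reduced deposited-fibronectin fluorescence.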
# Cneo AK release: Cryptococcus neoformans lysis via adenylate kinase release; lysis activity, % at 15 µM; C. neoformans lysis, adenylate kinase release luminescence, 4 h; normalised: neutral wells 0, clomiphene wells 100; AID 651654; 360,000 tested, 0.2% active;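 active = mean lysis activity across replicates of at least 80%, whatever share of replicates individually reach that level; inactive = mean lysis activity below 80%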
#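 Material: C. neoformans cells | Amount: Yeast cell density of 5 × 10^6 cells/mL | Medium: Fresh YPD growth medium | Dosing: Single dose | Times: Static 4 h at 37 °C with compound, 1 h detection | Detection: AK luminescence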
# PAX8 inh HTS: lowers PAX8-driven luciferase in RMG-I cells; inhibition, % at 12.6 µM; RMG-I TPO-luciferase reporter, SteadyGlo, 24 h; 360,000 tested, 1.2% active;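 active = mean replicate inhibition at least 60% with every replicate also reaching 60%; inconclusive = only one of the two criteria is met; inactive = mean below 60% and not all replicates reaching 60%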;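 also: luciferase light reporting Pax8 driven TPO promoter activity; plate controls were median of neutral control wells for no effect and mitoxantrone controls for full effect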
# miR122 inh: inhibitors of miR-122 in Huh7 cells; Huh7 miR-122 Renilla luciferase sensor, 48 h; neutral wells = 0, positive control = 100; activation (reporter increase), % at 12.5 µM; 340,000 tested, 0.3% active; AID 602342;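 active = mean replicate activation score at least 90 and every replicate individually at or above 90; inconclusive = only one of the two criteria met; inactive = neither criterion met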;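 also: higher luciferase means less miR-122 activity so hits act as miR-122 inhibitors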
# CASP6 VEID inh: inhibitors of human caspase-6 | P55212 | purified caspase-6, Z-VEID-R110 cleavage fluorescence | inhibition, % at 12.5 µM | 350,000 tested, 0.53% active;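 active = mean inhibition across replicates at least about 35%, with every replicate also reaching that limit, limit read from the data; inconclusive = only one of the two criteria met; inactive = neither criterion met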;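 also: 0% = median of neutral control wells and 100% = no fluorescence left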
# Target sequence (P55212 24-179 limits assumed): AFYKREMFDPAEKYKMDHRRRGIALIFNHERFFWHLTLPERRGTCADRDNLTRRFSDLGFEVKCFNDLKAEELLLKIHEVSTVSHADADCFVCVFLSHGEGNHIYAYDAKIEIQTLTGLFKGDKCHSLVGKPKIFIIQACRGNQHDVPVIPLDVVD
# Target sequence (P55212 194-293 limits assumed): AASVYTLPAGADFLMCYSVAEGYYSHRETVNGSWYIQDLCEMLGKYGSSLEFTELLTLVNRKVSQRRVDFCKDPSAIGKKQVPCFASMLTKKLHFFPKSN
# PGC1a acetyl inh: PGC1a acetylation modulation, inhibitor mode. U2OS PGC1a acetylation, AlphaScreen anti-acetyl-lysine; with virally co-expressed GCN5 acetyltransferase. inhibition, % at 15.6 µM. 350,000 tested, 0.17% active. AID 651687;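 active = every replicate shows inhibition of at least 40%; inconclusive = mean inhibition at least 40% but some replicate below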;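 also: 0% = neutral control wells and 100% = positive control wells; some results beyond the cut were filed as inactive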
# EWS-Fli block: inhibitors of EWS/Fli oncoprotein transcriptional activity; AID 651661; A673 NR0B1-luciferase reporter, viability-normalised; 350,000 tested, 0.67% active; inhibition, % at 12.6 µM;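 active = mean inhibition of at least 50% after viability correction, with every replicate also passing that limit; inconclusive = mean reaches 50% but only one of two replicates passes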;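 also: firefly luciferase signal divided by Alamar Blue viability fluorescence both relative to DMSO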
# Numbers without * were called inactive; ? = inconclusive; . = not tested or not shown; & = joins results of further samples; [ ] = remark or other dose. Rows are unselected. Share with any hit: about 2.5%.
# Order of results: CASP6 VEID inh	PAX8 inh HTS	FN deposition inh	Cneo AK release	miR122 inh	EWS-Fli block	PGC1a acetyl inh	LGR2 antag
- COc1cc(OC)c(C(=O)NC2CCCc3ccccc32)cc1OC (centres undefined)
    1	29	0	1	2	17	4	-8
- O=C(NC1CS(=O)(=O)CC1NCc1ccccc1)c1ccccc1 (centres undefined)
    .	3	-1	-1	-7	.	47	.
- Nc1nc(SCC(=O)N2CCCCC2)[nH]c(=O)c1NC(=O)c1ccccc1F
    4	.	6	3	3	-1	.	-9
- O=C(C[C@H]1CC[C@H]2[C@@H](COC[C@@H](O)CN2Cc2cccc(Cl)c2)O1)N1CCOCC1
    0	-1	-6	-1	4[16.7 µM]	2	3	-19
- Oc1oc(-c2cccc3ccccc23)nc1/C=N/c1nccs1
    .	10	5	0	6	.	-4	-5
- COc1cccc(C(C)(O)c2nc(-c3ccc(N(C)C)cc3)cs2)c1 (centres undefined)
    0	4	3	0	-12	1	.	-13
- CCN1CCN(S(=O)(=O)c2ccc(Cl)c(C(=O)NC(C)(C)C)c2)CC1
    .	-4	5	5	-7	0	-10	-2
- O=C(CN(C(=O)c1csnn1)c1ccccc1)NCCc1ccccc1
    1	5	10	-1	1	0	.	-7
- O=C(COC(=O)/C=C/c1ccccc1Cl)NC1CC1
    0	3	-1	3	-8	5	2	-21
- COc1cc(Cn2c3ccc(NC(=O)CC(C)C(F)(F)F)cc3c(=O)n2C)ccc1F (centres undefined)
    1	18	5	1	2	-1	2	6
- O=C(CSc1nnc(C2CC2)n1C1CC1)c1ccccc1F
    -1	-8	1	1	-9	-16	-1	-5
- CCc1nc2ccccc2c(C(=O)OC2CCOC2=O)c1C (centres undefined)
    .	2	4	2	0	.	0	.
- CCOc1ccc2nc(NC(=O)CSc3nnc(-c4ccncc4)n3CC3CCCO3)sc2c1 (centres undefined)
    .	-32	-6	-2	-5	.	-39	.
- C[C@H](CO)N1C[C@H](C)[C@@H](CN(C)C(=O)c2ccncc2)OCCCC[C@H](C)Oc2ccc(N(C)C)cc2C1=O
    .	-10	.	.	6[16.7 µM]	0	0	.
- CN1/C(=C\C=N\O)C(C)(C)c2ccccc21
    2	3	-2	2	7	2	-6	4
- COc1ccccc1-c1cnc2c(c1)C(=O)N([C@H](C)CO)C[C@H](C)[C@@H](CN(C)C)O2
    0	.	-6	2	-4[16.7 µM]	-5	10	-15
- N#Cc1ccc(C(=O)Nc2cccc3cccnc23)c(F)c1
    -1	17	-2	.	.	-6	.	21
- Cc1ccc(C)c(NC(=O)C(C)CC2COCCO2)c1 (centres undefined)
    .	3	2	.	-1	.	-17	.
- CCOC(=O)c1ccc(N2C(=O)c3cccc4c(C(=O)O)ccc(c34)C2=O)cc1
    -1	13	1	-4	1	2	2	10
- C[C@@H]1CN([C@@H](C)CO)S(=O)(=O)c2ccc(Br)cc2O[C@@H]1CN(C)C(=O)NC1CCCCC1
    -1&7	-16&-5	6	1&4	-3	-2&27	5&0	-16&37
- CCc1c(C)nc2cc(-c3ccc(OC)cc3)[nH]n2c1=O
    .	.	11	0	7	.	-1	.
- O=C1CC(NCc2cccs2)C(=O)N1c1ccc(Cl)cc1 (centres undefined)
    .	.	.	5	-5	.	0	-17
- Cc1ccc(-c2nnc(N3CCCCC3)c3ccccc23)cc1S(=O)(=O)NCC1CCCO1 (centres undefined)
    1	.	.	0	61	15	-15	-4
- CC(C)NC(=O)Nc1ccc2c(c1)C(=O)N([C@H](C)CO)C[C@H](C)[C@@H](CN(C)Cc1ccc(C(F)(F)F)cc1)OCCCC[C@@H](C)O2
    -4&0	26&-14	1&10	5&0	-17	10&12	5&7	19
- CCCCC(=O)N(C)c1c(CC)nc2c(OCc3ccc(S(C)(=O)=O)cc3)cccn12
    3	21	-8	0	2	-4	4	1
- CC(C)C#Cc1ccc2c(c1)O[C@H](CN(C)C(=O)c1ccccn1)[C@H](C)CN([C@H](C)CO)S2(=O)=O
    1	.	.	0	-2[16.7 µM]	-5	-14	-7
- FC(F)(F)c1cnc(NNC(=S)Nc2ccccc2)c(Cl)c1
    4	8	1	1	0	22	13	9
- CC(C)C#Cc1ccc([C@H]2[C@@H](CO)N3C(=O)CN(C(=O)c4ccc5c(c4)OCO5)C[C@H]23)cc1
    .	.	0	.	.	-3	-2	0
- Cc1ccc(S(=O)(=O)NC(C(=O)N2CCOCCOCCOCC2)C(C)C)cc1 (centres undefined)
    0	16	3	0	-3	2	1	1
- CSc1ccc(C(=O)C2CCCN(C(=O)c3ccsc3)C2)cc1 (centres undefined)
    0	1	-1	0	-2	-2	7	16
- CCOc1ccc(NC(=O)c2ccco2)c([N+](=O)[O-])c1
    -4	-182	4	.	.	-24	.	-39
- CC(=O)Nc1ccn(Cc2c(F)cccc2Cl)n1
    .	.	-5	.	3	.	6	2
- CCC(=O)Nc1ccc(Cl)c(NC(=O)c2c(OC)cccc2OC)c1
    2	12	-14	.	0	-24	6	0
- CCCNC(=O)c1nnsc1Sc1ccc(Cl)cc1
    -4	-19	3	3	4	-39	.	.
- Cc1cc2cc3c(cc2nc1SCC(=O)N1CCOCC1)OCO3
    .	-14	1	-1	2	-13	.	4
- CS(=O)(=O)N1[C@H](C#N)[C@H](c2ccccc2-c2ccccc2)[C@@H]1CO
    .	7	-10	.	.	3	3	-15
- C[C@H]1CN([C@@H](C)CO)C(=O)c2cc(C#CC3CC3)cnc2O[C@H]1CN(C)C(=O)c1ccncc1
    .	.	.	.	-4[16.7 µM]	-2	11	-11
- NS(=O)(=O)c1ccc(CCNC(=O)COc2ccc3c4c(c(=O)oc3c2)CCC4)cc1
    0	-3	-4	4	-1	.	0	-11
- O=C(NC1CCC1)[C@@H]1[C@@H](CO)[C@@H]2Cn3c(ccc(-c4ccccc4)c3=O)[C@@H]2N1Cc1ccccn1
    1	.	.	2	6[16.7 µM]	3	.	-6
- Cc1cc(C)c(N(C(=O)c2csnn2)C(C(=O)NC2CCCC2)c2ccncc2)c(C)c1 (centres undefined)
    -1	-1	-4	-1	.	1	.	0
- O=C(COC(=O)C12CC3CC(CC(Br)(C3)C1)C2)Nc1cccc(S(=O)(=O)N2CCOCC2)c1
    1	22	0	.	.	3	.	20
- CCOCC(=O)Nc1ccc(Br)c(C)c1
    1	-82	.	.	-4	-76	-4	-50
- CC(C)c1ccc2oc(-c3ccc(N)cc3)nc2c1
    .	.	-19	2	9	.	-6	.
- COc1cc2c(cc1NC(=O)CN(C)Cc1nc3ccccc3c(=O)[nH]1)oc1ccccc12
    .	-15	0	-1	7	.	3	.
- COC(=O)[C@]1(Sc2ccccc2)CC(=O)N[C@@H]1c1ccccc1
    1	-6	-3	.	.	11	.	-4
- COCCNC(=O)C[C@H]1CC[C@H](NC(=O)NC2CCCC2)[C@@H](CO)O1
    5	3	-4	-1	6[16.7 µM]	0	7	1
- O=C(Nc1cccnc1)c1cc(F)cc(F)c1
    .	.	.	2	-4	.	-2	6
- Cn1c(CNC(=O)Nc2ccccc2)nnc1SCc1ccccc1
    .	-10	5	1	-2	.	-15	.
- O=C(NCCc1ccccc1)[C@H]1[C@H](CO)[C@H]2Cn3c(cccc3=O)[C@H]2N1Cc1cccnc1
    0	-6	.	1	0[16.7 µM]	-8	.	-12
- Cc1nn(Cc2ccc(Cl)c(Cl)c2)c(C)c1NC(=O)c1cc(-c2ccco2)on1
    .	.	-3	1	-7	.	-20	17
- COc1ccc(S(=O)(=O)Nc2cccc3c2O[C@H](CN(C)Cc2ccccc2)[C@H](C)CN([C@H](C)CO)C3=O)cc1
    -1	-7	.	-3	4[16.7 µM]	-5	-22	-1
- CN1C(=O)c2cc(NC(=O)Nc3ccccc3)ccc2OC[C@@H]2O[C@H](CC(=O)O)CC[C@H]21
    .	-17	-10	.	.	9	.	9
- CC1(C)CCc2cc(CN3CCN(c4ccccn4)CC3)ccc2O1
    -6	22	1	5	.	-1	.	-28
- Cn1cc(CN2CCC(Oc3ccc(C(=O)N4CCCC4)cc3)CC2)cn1
    -3	4	0	4	4	.	-13	3
- COC1OC(CO)C(N(C)C(C)=O)C1O (centres undefined)
    2	.	.	3	-2	-10	1	-20
- O=C(NC1CCC1)[C@H]1[C@H](CO)[C@H]2Cn3c(ccc(-c4cccc(F)c4)c3=O)[C@@H]1N2Cc1cocn1
    1	-27	11	-3	.	9	.	-7
- CN1C(=O)c2cc(NC(=O)Cc3cccs3)ccc2OC[C@H]2O[C@H](CC(=O)NCC3CCCCC3)CC[C@H]21
    0	-10	-16	1	-4[16.7 µM]	5	-9	-5
- O=C(C[C@H]1CC[C@H]2NC[C@H](O)COC[C@@H]2O1)NC1Cc2ccccc2C1
    0	2	6	-1	-2[16.7 µM]	-4	-8	-3
- COc1cccc(CNC(=O)[C@H]2CCCN2C(=O)[C@H]2CCCN2C(=O)c2ccc(F)c(F)c2)c1
    3	-22	12	.	.	-8	.	-2
- COCCN(C(=O)CSc1nnc(-c2ccccc2OC)o1)c1c(N)n(CC(C)C)c(=O)[nH]c1=O
    0	17	-7	.	.	2	.	9

# Later entries.
# Order of results: CASP6 VEID inh	PAX8 inh HTS	FN deposition inh	Cneo AK release	miR122 inh	EWS-Fli block	PGC1a acetyl inh	LGR2 antag
- O=C(CCS(=O)(=O)c1ccccc1)Nc1nnc(C(F)(F)F)s1
    10	59	4	.	0	-70	.	-4
- CC(=O)c1cccc(NC(=O)C2CCN(C(=O)c3ccc([N+](=O)[O-])cc3)CC2)c1
    16	1	-4	1	2	-6	-1	11
- Cc1noc(C)c1S(=O)(=O)Nc1ccc2c(c1)CC(=O)N([C@@H](C)CO)C[C@H](C)[C@H](CN(C)Cc1ccc(C(F)(F)F)cc1)O2
    0	.	.	-3	-7[16.7 µM]	?	3	11
- CN(C)C(=O)[C@H]1[C@H](CO)[C@H]2Cn3c(ccc(-c4ccccc4)c3=O)[C@H]2N1C(=O)c1ccccn1
    7	.	.	1	.	-3	.	1
- CNC(=O)c1ccsc1NC(=O)c1ccccc1
    1	-35	-3	0	3	-41	-5	-36
- CCc1sc(C(=O)N2CCN(c3ncccn3)CC2)cc1Br
    0	4	.	0	.	1	.	-15
- Cc1cc(C)cc(OCc2nnc(SCC(=O)Nc3ccccc3)o2)c1
    .	.	-5	0	-2	.	-8	.
- Cc1ccc(NC(=O)COC(=O)Cc2c[nH]c3ccccc23)cc1
    0	12	-5	2	2	10	.	8
- CCN(Cc1ccccc1)C(=O)c1ccc(Cl)cc1[N+](=O)[O-]
    -1	2	.	.	.	0	4	-11
- O=C(CN1CCN(C(=O)C2CCCO2)CC1)Nc1ccc(F)cc1 (centres undefined)
    -1	13	.	8	.	.	.	10
- CNC[C@@H]1OCc2ccccc2-c2c(n(C)c3ccccc23)C(=O)N([C@H](C)CO)C[C@H]1C
    -2&0	1	1&-1	2	-11	9	-3&4	-23&-2
- COc1ccc(-c2ccc(C#N)c(SCC(=O)Nc3sc4c(c3C#N)CCC4)n2)cc1OC
    .	.	3	-2	9	.	1	.
- O=C(NC(=S)N1CCN(c2ccc(F)cc2)CC1)c1ccccc1
    2	3	.	.	.	7	.	-1
